aSyn tox rescue: qHTS of alpha-syn Inhibitors: NCGC Sytravon Library Screen; Potency, µM (doses to about 46.1 µM), for the others: at the highest dose growth rescue (activation), actives largely listed as activators; 94,000 compounds, 0.02% hits; S. cerevisiae alpha-synuclein toxicity rescue, BacTiter-Glo growth, 24 h; AID 1347070, 2019; active means well fitted activation curve with a large enough effect; inconclusive means small, poorly fitted or top-dose-only effect; further: 0% is about no effect
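Growth restoration measured by BacTiter-Glo luminescence after 24 hr at 30 deg C; alpha-synuclein yeast, raffinose-pregrown to mid-log, were added at OD600=0.02 in galactose medium onto pinned compounds.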
* = called active by the depositor; ? = inconclusive; [ ] = remark or other dose. Potency means the concentration at half of the fitted maximal effect.

| smiles | aSyn tox rescue |
| --- | --- |
| CCOc1ccc(/C=N/NC(=O)C2(O)c3ccccc3-c3ccccc32)cc1 | -6% |
| CCOc1ccc(NC(=O)N(Cc2c[nH]c3ccccc23)C2CCCCC2)cc1 | 1% |
| O=C(COC(=O)C1CCC1)NCc1ccccc1 | -1% |
| O=C(COc1ccccc1F)Nc1ccc(Cl)c(-c2nc3ccccc3[nH]2)c1 | -44%[inhibitor] |
| COc1cc(NC(=O)N2CCN(c3cc(-c4noc(C)n4)ccc3C)CC2)cc(OC)c1OC | 3% |
| CCN1C(=O)C2(c3ccccc31)c1c(oc3ccccc3c1=O)C(=O)N2CCOC (stereo unspecified) | 6% |
| Cc1ccc(C2c3[nH]c4ccccc4c3CCN2C(=O)CCc2ccccc2)cc1 (stereo unspecified) | ? |
| COc1ccc(N2CCN(C(=O)CSc3n[nH]c(-c4ccccc4)n3)CC2)cc1 | 7% |
| CCOc1ccc(N2C(=O)CC(SCc3nc4ccccc4[nH]3)C2=O)cc1 (stereo unspecified) | 17% |
| Cc1ccc(-c2cc(N)nc(-c3ccccc3)c2)cc1 | 2% |

Retrieved by compound from above:
| smiles | aSyn tox rescue |
| --- | --- |
| Cc1ccc(-c2cc(N)nc(-c3ccccc3)c2)cc1 | 2% |
| COc1cc(NC(=O)N2CCN(c3cc(-c4noc(C)n4)ccc3C)CC2)cc(OC)c1OC | 3% |
| CCOc1ccc(N2C(=O)CC(SCc3nc4ccccc4[nH]3)C2=O)cc1 (stereo unspecified) | 17% |

Next structures:
| smiles | aSyn tox rescue |
| --- | --- |
| O=C1NCCCCC1NS(=O)(=O)c1ccccc1 (stereo unspecified) | -9% |
| CC(C)CNC(=O)C1CCN(S(=O)(=O)c2ccc3c(c2)OCCO3)CC1 | 11% |
| Cc1nn(CC(=O)NC(C)c2ccccc2)c(=O)c2cc3occc3n12 (stereo unspecified) | -11% |
| Cc1cc(-n2ccnc(NCCc3ccc(S(N)(=O)=O)cc3)c2=O)ccc1Br | 2% |
| O=C(COc1ccccc1)N1CCN=C1SCc1ccccc1 | 8% |
| O=C(COC(=O)C12CC3CC(CC(Br)(C3)C1)C2)N1CCOCC1 | -10% |
| COc1ccc(NC(=O)C2CCN(S(=O)(=O)c3ccc(Cl)c(C(F)(F)F)c3)CC2)cn1 | 3% |
| COC(=O)CN1C(=O)CSc2ccc(S(=O)(=O)Nc3ccccc3)cc21 | 2% |
| Cc1ccc(Cl)cc1-n1nnc(-c2nsc(NC(=O)c3ccccc3Cl)n2)c1C | 9% |
| Cc1ccc(C)c(NC(=O)NCc2ccc3c(c2)CCN3C(=O)c2ccccc2)c1 | -5% |
| C(=Nn1cnnc1)c1ccc2c(c1)CCC2 | -10% |
| CCn1c(=O)c2cc(C(=O)N(C)c3cc(Cl)c(OC)cc3OC)sc2c2ccccc21 | -5% |
| CCOc1ccc(N2CC(c3nc4ccccc4n3CCCOc3ccc(OC)cc3)CC2=O)cc1 (stereo unspecified) | 10% |
| Cc1ccc(N(CC(=O)NCc2ccc(F)cc2)C(=O)c2ccco2)cc1C | 5% |
| COc1ccccc1-c1cc(C(F)(F)F)nc(S(=O)(=O)CCCC(=O)Nc2ccc(F)c(Cl)c2)n1 | -12% |
| COc1cc(NC(=O)CCc2c(C)nn(-c3ccc(N4CCOCC4)nn3)c2C)cc(OC)c1OC | -8% |
| Cc1nnc(NC(=O)CSCc2cc(=O)c3ccccc3[nH]2)s1 | 7% |
| CCC(=O)NCc1ccc2[nH]c(C)cc2c1 | 15% |
| COc1cccc(N2CCN(C(=O)/C=C/c3ccco3)CC2)c1 | 4% |
| Cc1ccccc1C(=O)c1cccn1CC(=O)NCCC1=CCCCC1 | -3% |
| CCOc1ccccc1NC(=O)CSc1nc(=O)n(CCCN2CCOCC2)c2c1CCCC2 | 8% |
| O=C(CSc1ccccc1)Nc1nnc(-c2ccco2)o1 | 0% |
| COc1ccc(C2CC(=O)Nc3cc4c(cc32)OCO4)c(OC)c1 (stereo unspecified) | 4% |
| COc1ccc(N(Cc2cccs2)C(=O)Nc2cccc(Cl)c2)cc1 | 24% |
| Cc1nc(-c2ccc(S(=O)(=O)NCc3ccc(OC(C)C)cc3)cc2)co1 | 0% |
| Cn1c(C(=O)NCc2ccc(F)cc2)cc2cc(S(=O)(=O)N3CCCCC3)ccc21 | 1% |
| C/C(=N/NC(=O)c1cc(C)[nH]n1)c1ccncc1 | -10% |
| CC1CCCC(C)N1C(=O)c1ccc(S(=O)(=O)NCc2ccco2)cc1 (stereo unspecified) | 11% |
| CC(=O)N1CCc2c(sc3c2c(=O)n(Cc2ccccc2)c(=O)n3CC(=O)Nc2ccc(C)c(F)c2)C1 | -7% |
| O=C(NC(=O)c1ccccc1F)OCc1ccc(Cl)cc1Cl | 5% |
| Oc1cc(-n2cccn2)c(O)cc1-n1cccn1 | 10% |
| O=S(=O)(Nc1ccc(C(F)(F)F)cc1)c1ccc2c(c1)OCCO2 | 3% |
| Cc1ccc(NC(=O)C(C)Sc2nnc(C)n2CC2CCCO2)cc1 (stereo unspecified) | -4% |
| COc1ccc(S(=O)(=O)NC2CCSc3ccccc32)cc1NC(C)=O (stereo unspecified) | 4% |
| COCCNC(=O)Cn1cc(S(=O)(=O)Cc2ccccc2Cl)c2ccccc21 | -6% |
| COc1ccc(OCC(=O)NC(=S)NNC(=O)COc2ccc(Br)cc2Cl)cc1 | ? |
| CC1CCN(S(=O)(=O)c2ccc(C(=O)Nc3ccccn3)cc2)CC1 | -3% |
| COc1ccc(-c2cc(=O)oc3cc(OC(C)C(=O)NCC4CCC(C(=O)O)CC4)ccc23)cc1 (stereo unspecified) | -1% |
| CCCC1Cc2nc(Cl)c(C#N)cc2CO1 (stereo unspecified) | 8% |
| CCOC(=O)c1nnsc1N | 0% |
| CC1CCCC(C)N1C(=O)CSc1nc2c(c(=O)n(C)c(=O)n2C)n1C (stereo unspecified) | -9% |
| O=C(Cn1c(CO)nc2ccccc21)NCc1ccc2c(c1)OCO2 | -7% |
| Cc1cccc2sc(N3CCN(C(=O)CS(=O)(=O)c4ccc(F)cc4)CC3)nc12 | 21% |
| Cc1ccc(NC(=O)c2cc(S(=O)(=O)N3CCCCC3)ccc2N2CCOCC2)c(C)c1 | 5% |
| N#Cc1ccccc1NC(=O)CSc1nc(-c2ccccc2)cc(C(F)(F)F)c1C#N | 4% |
| COc1cc(Cl)c(NS(=O)(=O)c2ccc(-c3coc(C)n3)cc2)c(OC)c1 | -1% |
| Oc1c(C(c2ccccc2)N2CCC(O)CC2)sc2nc(-c3ccco3)nn12 (stereo unspecified) | -8% |
| COc1ccc(C)cc1NC(=O)CSc1nc(=O)n(Cc2ccccn2)c2c1CCC2 | -2% |
| CN(C)S(=O)(=O)c1cc(C(=O)OCCn2cnc3c2c(=O)n(C)c(=O)n3C)ccc1Cl | -6% |
| CC(=O)c1ccc(N2CCN(C(=O)c3cn(C)c(=O)c4c3c3ccccc3n4C)CC2)cc1 | 5% |

Remaining list, next part
| smiles | aSyn tox rescue |
| --- | --- |
| COc1ccc2c(c1)c(=O)c(S(=O)(=O)c1ccc(F)cc1)cn2Cc1ccccc1Cl | -9% |
| CN(C)CCNC(=O)CN1N=C(c2ccccc2)CCC1=O | -2% |
| CN(Cc1cccs1)C(=O)c1ccc(S(=O)(=O)N2CCCCC2)cc1 | -5% |
| CCc1c(C)sc2c1CCN(Cc1ccc(F)cc1)C2c1ccccc1 (stereo unspecified) | -25% |
| CCOC(=O)N1CCc2c(sc(NCc3sccc3C)c2C(=O)Nc2cc(Cl)ccc2OC)C1 | 1% |
| Cc1cccc(OCc2cc(=O)n3c4c(sc3n2)CCCC4)c1C | 7% |
| COc1ccccc1N1CCN(C(=O)c2cc3c(=O)n(Cc4ccco4)ccc3nc2C)CC1 | 9% |
| CCOC(=O)C(CC)Sc1nc2c(cnn2-c2ccccc2)c(=O)[nH]1 (stereo unspecified) | -7% |
| COc1ccc2c(c1)c(CC(=O)OCC(N)=O)c(C)n2C(=O)c1ccc(Cl)cc1 | 3% |
| COc1ccc(/C=C2\SC(=S)N(N3C(=O)CCC3=O)C2=O)cc1O | -1% |
| Cc1oc2ccc(O)c(CN(C)Cc3ccccc3)c2c1C(=O)Nc1ccccc1 | -10% |
| COc1ccc(OC)c(CNC(=O)Cc2ccc(NC(=O)N3CCCCc4ccccc43)cc2)c1 | 4% |
| Nc1nc(N)c(S(=O)(=O)c2ccccc2)c(Nc2ccc(F)cc2)n1 | -8% |
| CCCCN(CCCNC(=O)c1cc(Nc2ccc(OC)cc2OC)nc2ccccc12)Cc1ccccc1 | -1% |
| CC(C)C(NS(=O)(=O)c1ccc2c(c1)oc(=O)n2C)C(=O)N1CCN(c2cccc(Cl)c2)CC1 (stereo unspecified) | 4% |
| Cc1ccc(CCNC(=O)c2ccc(CS(=O)(=O)Cc3ccccc3F)o2)cc1 | 1% |
| Cc1ccccc1NS(=O)(=O)c1nnc(NC(=O)c2ccc(Cl)cc2)s1 | 7% |
| CCN(CC)c1nc2cc(OC)ccc2cc1C#N | 28% |
| Cc1ccc(NC(=O)c2ccc(N(Cc3ccccc3)S(C)(=O)=O)cc2)cc1 | 9% |
| Cc1cc2c(cc1S(=O)(=O)N1CCC(C(N)=O)CC1)OCC(=O)N2 | 2% |
| COc1cc(OC)cc(C2=NC3(CCC(C)CC3)NC2=S)c1 (stereo unspecified) | 0% |
| CCCCCn1c(CCNC(=O)c2cccc(C)c2)nc2ccccc21 | 2% |
| O=C1CN(C(=O)c2ccccc2)C(c2ccc(F)cc2)c2cc(Br)ccc2N1 (stereo unspecified) | 9% |
| CCc1ccc(-n2c(=S)sc3c(=O)[nH]c(SCC(=O)NC4CCCCC4)nc32)cc1 | -2% |
| CCc1nnc(NS(=O)(=O)c2ccc(NCc3ccccc3O)cc2)s1 | -6% |
| Fc1ccccc1N1CCN(c2ncnc3onc(-c4cccc(Cl)c4)c23)CC1 | 19% |
| Cc1ccc(Nc2nc3ccccc3c3nnc(C)n23)cc1Cl | 1% |
| Cc1nn(-c2ccc(N3CCCCC3)nn2)c(C)c1CCC(=O)NCc1ccc(F)cc1 | -7% |
| COc1ccc(-c2nc(CN3CCC(C(=O)NCc4ccc(C)cc4)CC3)c(C)o2)cc1OC | 3% |
| Cc1nn(CCCC(=O)NCCc2ccccc2)c(C)c1[N+](=O)[O-] | -6% |

Looked up above:
In aSyn tox rescue, `CCc1nnc(NS(=O)(=O)c2ccc(NCc3ccccc3O)cc2)s1` is entered as -6%
In aSyn tox rescue, `CCCCCn1c(CCNC(=O)c2cccc(C)c2)nc2ccccc21` is entered as 2%
In aSyn tox rescue, `Cc1nn(CCCC(=O)NCCc2ccccc2)c(C)c1[N+](=O)[O-]` is entered as -6%
In aSyn tox rescue, `CCc1ccc(-n2c(=S)sc3c(=O)[nH]c(SCC(=O)NC4CCCCC4)nc32)cc1` is entered as -2%

Further entries.
| smiles | aSyn tox rescue |
| --- | --- |
| CC1=C(C(=O)Nc2ccccc2C)C(c2ccc[nH]2)n2ncnc2N1 (stereo unspecified) | -3% |
| COc1cc(OC)cc(C(=O)Oc2c(CN3CCOCC3)cc(Cl)c3cccnc23)c1 | -3% |
| Cc1ccccc1CNC(=O)c1ccccc1SCC(=O)NCc1ccco1 | 11% |
| Cc1ccc(C)c(Cn2nnc3c(=O)[nH]c(C4CCN(C(=O)c5ccco5)CC4)nc32)c1 | 10% |
| Cc1ccc(C)c(Cn2c(=O)n(CCC(=O)NCc3ccc4c(c3)OCO4)c(=O)c3sccc32)c1 | 1% |
| COc1ccc(-c2nc(Cn3c(SCc4ccc(C)cc4)nc4ccncc43)c(C)o2)cc1OC | 5% |
| COc1ccc(C(=O)c2cn(Cc3cccc(C)c3)c3cc4c(cc3c2=O)OCCO4)cc1OC | 9% |
| CCOc1ccc(S(=O)(=O)N2CCC(C(=O)Nc3ccccc3N3CCCC3)CC2)cc1 | -7% |
| C[C@H](CO)N1C[C@H](C)[C@@H](CN(C)C(=O)NC2CCCCC2)OCc2cnnn2CCCC1=O | -2% |
| COc1cc(C(=O)NNC(=O)c2ccc(NC(=O)C(C)(C)C)cc2)cc(OC)c1OC | 2% |
| COc1ccc(Cn2ccc3nc(C)c(C(=O)N4CCN(c5ccccc5)CC4)cc3c2=O)cc1 | 1% |
| O=C(C(Cc1ccccc1)n1cccc1)N1CCCCCC1 (stereo unspecified) | 6% |
| CCCn1c(CNS(=O)(=O)c2ccc(C)cc2)nc2ccccc21 | 9% |
| CC(C)N(C(=O)COC(=O)[C@@H]1CC(O)CN1S(=O)(=O)c1ccccc1[N+](=O)[O-])C(C)C (stereo partly specified) | 3% |
| COCCN1C(=O)c2cc(C(=O)Nc3ccc(C)c(F)c3)ccc2C1Nc1ccc(C)c(F)c1 (stereo unspecified) | 1% |
| Cc1ccc(NC(=O)c2cnc(N3CCN(c4ccccn4)CC3)c3ccccc23)c(Br)c1 | -17% |
| Nc1c(-c2nc(-c3cccs3)no2)nnn1-c1ccccc1Cl | -11% |
| COC(=O)c1scc(-c2ccc(C)cc2)c1S(=O)(=O)Nc1ccc(F)cc1F | -7% |
| CCCN1C(C(=O)c2ccccc2)=C(OC(=O)c2ccc(F)cc2)c2ccccc2S1(=O)=O | 28% |
| C/C(=N\NC(=O)c1ccccc1-n1cccc1)c1ccccn1 | 9% |
| CS(=O)(=O)c1ccc(Cl)c(NC(=O)COC(=O)CNC(=O)c2ccccc2)c1 | 6% |
| CN(C(=O)COC(=O)c1ccc(Br)o1)c1c(N)n(Cc2ccccc2)c(=O)[nH]c1=O | 3% |
| Cc1cccc(OCC(=O)Nc2ccc(NC(=O)c3ccco3)cc2)c1 | -5% |
| CCOc1ccc(C(=O)N2CCc3cc(OC)c(OC)cc3C2COc2ccc3c(C)cc(=O)oc3c2)cc1OCC (stereo unspecified) | 3% |
| CCC(Sc1nc2ccsc2c(=O)n1Cc1ccc(C(=O)O)cc1)C(=O)Nc1cc(Cl)ccc1C (stereo unspecified) | 14% |
| COC1OCC(O)C(NC(=O)N(C)N=O)C1O (stereo unspecified) | 6% |
| C[C@H]1CN([C@@H](C)CO)C(=O)CCCn2nncc2CO[C@H]1CN(C)C(=O)Nc1ccccc1 | -1% |

Assay outcomes as filed in PubChem BioAssay.

Not all compounds are listed; count on the stated rates, not on these rows.
